# Tau fil binding: binders of human tau filaments; Potency, µM (doses to about 57.1 µM), inactives show at the highest dose activity change, negative = inhibition; P10636; recombinant tau filaments, thioflavin S fluorescence, 15 h; filaments grown with octadecylsulfate alongside compound; AID 596; 71,000 tested, 2% active;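 note: potency is the fitted concentration of half-maximal effect; % is set by controls: 0 for no effect and ±100 for the full control effect; actives lower thioflavin S fluorescence by blocking filaments or displacing dye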
#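 His-tagged recombinant human tau (exons 2, 3, 10; 1 uM final) fibrillized with 30 uM sodium octadecylsulfate, 15 h at 37 C, in pH 7.4 HEPES buffer with 10 uM thioflavine S and 5 mM DTT. Reduced ThS fluorescence (450/510 nm) marks activity.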
# TexasRed autofl: compound fluoresces in the Texas Red spectral region. Compound fluorescence, Texas Red channel, 547/618 nm; hits give high values. max dye-equivalent concentration, M. 59,000 tested, 0.06% active. AID 587; in the data active = max dye-equivalent concentration above about 10 nM; inconclusive = between about 1.1 nM and that limit
#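 Dye-equivalent concentrations come from scaling compound signal (ex 547, em 618 nm) to six Texas Red standard concentrations run on every plate, after 15 min room-temperature incubation in pH 8.0 Tris (100 mM).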
# ERK AVP block: blocks ERK signaling stimulated by vasopressin; HEK293-V1b, vasopressin-stimulated pERK AlphaScreen; AID 995; 72,000 tested, 0.99% active; Potency, µM (titrated, usually from 57.5 µM), inactives show at the highest dose activity, negative = inhibition, most hits filed as inhibitors; note: potency is the fitted concentration of half-maximal effect; % is set by controls: 0 for no effect and ±100 for the full control effect; nearly all actives have a fitted effect of over 55% in size
#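 Overnight-seeded V1b-HEK293 cells in 1% FBS got compound, then vasopressin (25 nM final, 5 min, 37C), then lysis buffer. AlphaScreen detection of phospho-ERK; activity normalized to basal and full-stimulation controls.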
# Casp1 inh: allosteric or competitive inhibitors of human caspase-1; P29466; Caspase-1 enzyme, Ac-WEHD-AFC fluorogenic rate; Potency, µM (doses to about 57.5 µM), for the others: top-dose activity change, negative = inhibition, usual class: inhibitors; 75,000 tested, 0.03% active;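 note: potency is the fitted concentration of half-maximal effect; plate controls were vehicle for no effect and no substrate for full effect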
# Target sequence (P29466 120-297 limits assumed): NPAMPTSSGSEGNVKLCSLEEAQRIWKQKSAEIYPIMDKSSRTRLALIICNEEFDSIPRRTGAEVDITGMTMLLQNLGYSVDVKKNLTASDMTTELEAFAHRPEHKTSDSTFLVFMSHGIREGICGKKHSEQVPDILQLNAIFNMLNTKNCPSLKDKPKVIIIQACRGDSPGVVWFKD
# Target sequence (P29466 317-404 limits assumed): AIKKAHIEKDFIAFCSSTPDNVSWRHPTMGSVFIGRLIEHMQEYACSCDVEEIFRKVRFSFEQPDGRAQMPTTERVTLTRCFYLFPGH
# Luciferase inh: blocks Photinus pyralis firefly luciferase activity | P08659 | purified firefly luciferase, luminescence, 8 min | 72,000 tested, 2.2% active | AID 411 | Potency, µM (highest dose often 57.1 µM), inactives show at the highest dose activity change, negative = inhibition, most hits filed as inhibitors; note: potency is the fitted concentration of half-maximal effect; % is set by controls: 0 for no effect and ±100 for the full control effect; nearly all actives have a fitted effect of over 40% in size
#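 Titration-based qHTS; buffer 50 mM imidazole pH 7.2, 50 mM KCl, 7 mM MgCl2, 10 uM ATP, 0.01% Tween 20, 0.05% BSA; luciferase/luciferin detector mix added after compound; 8 min, ambient; luminescence.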
# USP2a inh: inhibitors of human ubiquitin-specific protease USP2a; O75604; USP2a enzymatic assay, qHTS inhibition; Potency, µM (doses to about 38.3 µM), for inactives: at the top dose activity change, negative = inhibition, hits mostly inhibitors; 60,000 tested, 0.1% active; AID 927;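 note: potency is the fitted concentration of half-maximal effect; nearly all actives have a fitted effect of over 60% in size; plate controls were DMSO for no effect and NEM full inhibition control for full effect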
# Target sequence (O75604 whole entry, looked up): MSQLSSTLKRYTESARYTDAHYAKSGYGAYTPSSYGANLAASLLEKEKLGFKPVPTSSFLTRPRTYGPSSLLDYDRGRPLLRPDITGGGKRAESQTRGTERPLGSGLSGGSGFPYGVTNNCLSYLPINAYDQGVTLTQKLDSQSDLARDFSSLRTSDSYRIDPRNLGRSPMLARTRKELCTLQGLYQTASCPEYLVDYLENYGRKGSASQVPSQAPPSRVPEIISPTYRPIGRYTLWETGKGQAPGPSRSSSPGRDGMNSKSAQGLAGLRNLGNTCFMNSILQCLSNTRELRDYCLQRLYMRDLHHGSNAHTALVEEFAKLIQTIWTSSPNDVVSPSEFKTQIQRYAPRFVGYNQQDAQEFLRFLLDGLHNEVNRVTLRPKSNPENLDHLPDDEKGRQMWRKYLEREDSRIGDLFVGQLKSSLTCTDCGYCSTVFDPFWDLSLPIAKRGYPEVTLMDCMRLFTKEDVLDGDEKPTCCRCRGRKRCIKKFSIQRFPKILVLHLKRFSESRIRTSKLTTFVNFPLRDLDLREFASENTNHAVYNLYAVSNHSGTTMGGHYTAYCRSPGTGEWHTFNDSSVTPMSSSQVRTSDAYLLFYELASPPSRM
#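 Inhibition is measured in a cell-free coupled assay with 20 nM USP2 core, 20 nM Ub-PLA2 and 20 uM NBD C6-HPC, 2.5 h incubation. Activity normalized to NEM control.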
# Fluorescein autfl: fluorescein region autofluorescence; 59,000 tested, 0.91% active; AID 593; Compound autofluorescence, 480/540 nm, fluorescein-equivalent; hits give high values; max fluorescein-equivalent concentration, M; in the data active = max fluorescein-equivalent concentration above about 10 nM; inconclusive = between about 1.1 nM and that limit
#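 Tris 100 mM pH 8.0; 15 min RT; CCD read, ex 480/em 540 nm. Output: fluorescein-equivalent concentration per compound concentration, from six-point dye series on each plate.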
# HEK293 cAMP cs: parental HEK293 cAMP activation (counter-screen); parental HEK293 CNG cAMP sensor, membrane potential fluorescence; Potency, µM (highest dose often 57.1 µM), for the others: top-dose activation, actives largely listed as activators; 73,000 tested, 2.5% active; AID 938; note: potency is the fitted concentration of half-maximal effect; % of control where 0% means no effect; nearly all actives have a fitted effect of over 55% in size
#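 Parental HEK 293 cells stably expressing a cAMP-gated CNG channel were loaded with membrane potential dye containing 100 uM RO 20-1724 for 60 min. Compound added for 30 min; depolarization read as fluorescence intensity at 590 nm.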
# Casp7 inh: caspase-7 (human) inhibition, allosteric or competitive; Potency, µM (doses to about 57.5 µM), for the others: at the highest dose activity change, negative = inhibition, usual class: inhibitors; 75,000 tested, 0.02% active; recombinant caspase-7, Ac-DEVD-AFC fluorescence rate; P55210; active = well fitted inhibition curve with a large enough effect in the main read-out, with a control signal flat, not every such curve was filed as active; inconclusive = small, poorly fitted or top-dose-only effect, or a change in a side signal; note: potency is the fitted concentration of half-maximal effect; % of control where 0% means no effect
# Rhodamine autofl: compound fluoresces in the rhodamine spectral region. Rhodamine-region fluorescence, 547/598 nm, Tris buffer; hits give high values. max dye-equivalent concentration, M. 59,000 tested, 0.05% active. AID 594; in the data active = max dye-equivalent concentration above about 11 nM; inconclusive = between about 1.1 nM and that limit
#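 qHTS spectral profiling of compounds without any target or enzyme present, in pH 8.0 Tris buffer; plates were read after a 15-minute room-temperature incubation using the rhodamine-region filter set.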
# HADH2 inhib: inhibitors of human HADH2 dehydrogenase; Q99714; recombinant HADH2, NADH fluorescence, beta-hydroxybutyryl-CoA; Potency, µM (series often up to 57.1 µM), for inactives: at the top dose activity change, negative = inhibition, hits mostly inhibitors; 73,000 tested, 3.4% active; AID 886; note: potency is the fitted concentration of half-maximal effect; % is set by controls: 0 for no effect and ±100 for the full control effect; nearly all actives have a fitted effect of over 60% in size; many of its hits are not listed in these tables
#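 E. coli-expressed His-tagged HADH2 tested at 20 nM in alkaline Tris buffer (pH 9.0); oxidation of 90 uM beta-hydroxybutyryl-CoA with 1 mM NAD+ tracked fluorimetrically for 4 min.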
# The depositor's hits bear a star; i = inactive; u = inconclusive; x = no result given; [ ] = remark or other dose. Unless noted, calls come from the whole dose curve; as a rule, active = well fitted curve in the direction sought with a large enough effect; inconclusive = small, poorly fitted or top-dose-only effect, or another doubt; inactive = no such curve, though single readings can be large; an effect the other way counts as inactive or inconclusive. These rows are one share of the data; count on the stated rates, not on these rows.
# Second line of a record – Tau fil binding	TexasRed autofl	ERK AVP block	Casp1 inh	Luciferase inh	USP2a inh	Fluorescein autfl	HEK293 cAMP cs	Casp7 inh	Rhodamine autofl	HADH2 inhib
O=C(CCS(=O)(=O)c1cccc2nonc12)Nc1cccc2c1CCCC2
  -22%	i	12%	2%	1%	7%	i	-1%	2%	i	2%
O=C(C1CCN(S(=O)(=O)N2CCOCC2)CC1)N1CCc2ccccc21
  5%	i	11%	1%	0%	-2%	i	-10%	2%	i	2%
Cc1ccc(-c2noc(CN3CCN(Cc4ccccc4)CC3)n2)cc1
  -6%	i	-14%	-1%	-2%	24%	i	u	0%	i	u
CCc1c(C)nc2cc(-c3cccs3)[nH]n2c1=O
  8%	x	-13%	0%	-15%	2%	x	-3%	0%	x	40µM*
Cc1cc(C)n(C(=O)CNC(=O)COc2ccccc2)n1
  -4%	i	-20%	-4%	3%	8%	i	2%	2%	i	7%
COCCNc1nc(SCC(=O)N2CCN(c3ccccc3OC)CC2)nc2ccccc12
  -3%	i	-19%	0%	0%	25%	i	u	-1%	i	-9%
C[C@H](NC(=O)C1(c2ccccc2)CCN(C(=O)[C@H]2CSCN2C(=O)OC(C)(C)C)CC1)C(=O)O
  8%	i	-11%	1%	-1%	1%	i	3%	1%	i	u
CCOC(=O)c1c(NC(C)=O)sc2c1CCCNC2=O
  1%	i	u	1%	2%	7%	i	5%	0%	i	3%
O=S(=O)(CC(CN1CCCC1)N1CCCC1)c1ccc2ccccc2c1 (configuration not stated)
  1%	i	-12%	-1%	0%	11%	i	25%	-1%	i	4%
C1CCOC1
  0%	x	9%	-3%	x	x	x	u	1%	x	-1%
COC(=O)CSc1nc2ccccc2n1CC(=O)N(C(C)C)C(C)C
  7%	i	-7%	1%	1%	0%	u	10%	1%	i	1%
C=CCN(C(=O)CNC(=O)c1ccco1)C(C(=O)NC1CCCCC1)c1ccc(OC)cc1OC (configuration not stated)
  8%	i	19%	-3%	3%	17%	i	7%	-2%	i	14%
CC(C)c1nc2cc3ccccc3cc2[nH]1
  -6%	i	-6%	-1%	-22%	x	i	20%	1%	i	-5%
CO/N=C\C[C@@H]1C=C[C@H](OC(C)=O)[C@H](COC(C)=O)O1
  x	x	11%[11.5 µM]	1%[11.5 µM]	0%[11.4 µM]	x	x	-1%[11.4 µM]	0%[11.5 µM]	x	-6%[11.4 µM]
N#CCCN(C1CCCCC1)S(=O)(=O)CCOc1ccccc1
  -13%	i	7%	-1%	1%	1%	i	22%	0%	i	1%
COc1ccc(NC(=O)C2CCCN(S(=O)(=O)c3cccc4cccnc34)C2)cc1OC (configuration not stated)
  -25%	x	u	-1%	2%	x	x	3%	1%	x	-7%
COc1ccc(N(C(=O)COc2ccccc2)C2C=CS(=O)(=O)C2)c(OC)c1 (configuration not stated)
  1%	i	-11%	1%	-2%	6%	i	5%	0%	i	u
CC12CCC(C(=O)N3CCN(c4ncccn4)CC3)(c3nc4ccccc4nc31)C2(C)C (configuration not stated)
  4%	i	-16%	0%	-1%	21%	i	13%	-6%	i	5%
Cc1ccccc1-c1nc(Nc2ccncc2)c2ccccc2n1
  -6%	i	-6%	-3%	1%[2.29 µM]	8%	u	9%	-5%	i	u
O=S1(=O)CCN2C(=N1)SC1=C2CCN(Cc2ccccc2)C1
  0%	i	-6%	2%	4%	2%	i	14%	0%	i	-9%
C=CCc1cccc2cc(NC(C)=O)c(=O)oc12
  0%	i	-5%	-3%	1%	17%	i	26%	-6%	i	1%
CCN(CC)S(=O)(=O)c1ccc(F)c(C(=O)NCCCN2CCOCC2)c1
  -2%	u	5%	-1%	5%	2%	i	19%	-1%	i	1%
CC(=O)Nc1ccc(S(=O)(=O)NCc2ccc(C(=O)NCCN3CCCCCC3)cc2)cc1
  3%	i	26%	1%	1%	4%	i	4%	2%	i	2%
COc1ccc(-c2nc3cnc(Nc4ccccc4)nc3n(C[C@H]3CCCO3)c2=O)cc1
  102%	i	-16%	u	2%[11.4 µM]	86%[activator]	u	7%	u	i	13%
COc1ccc2[nH]cc(CCNc3cc(-c4ccccc4Cl)ncn3)c2c1
  -10%	i	u	-5%	-12%[2.29 µM]	191%[activator]	u	-7%	-3%	i	u
CC(C)(C)n1nnnc1C(c1ccccc1F)N(Cc1ccco1)CC1CCCO1 (configuration not stated)
  1%	i	6%	-2%	0%	u	i	13µM*	-1%	i	0%
O=C(c1ccccc1)c1coc2ccc(O)c(Cl)c12
  -13%	u	u	0%	-6%	-8%	i	u	-3%	i	-22%
Cc1ccc(C(=O)N(CN2CCCC2=O)c2ccc(F)cc2)cc1C
  -2%	i	16%	1%	1%	3%	u	-7%	0%	i	-1%
O=C(NCc1cccnc1)c1cc(-c2ccco2)on1
  -7%	i	-3%	0%	-2%	-2%	i	4%	0%	i	-26%
COc1ccccc1-c1noc(CCC(=O)Nc2cccc(C(F)(F)F)c2)n1
  -19%	i	-29%	-4%	-25%	13%	i	0%	-3%	i	6%
Cc1csc(NC(=O)CNS(=O)(=O)c2cccs2)n1
  -4%	i	13%	0%	0%	2%	i	5%	3%	i	2%
Cc1ccc(C)c2[nH]c(=O)c(CCNC(=O)c3ccc4c(c3)OCO4)cc12
  -5%	i	14%	4%	-1%	-2%	i	7%	0%	i	0%
COCCCNC(=O)c1ccc(CS(=O)(=O)c2ccc(OC)cc2)o1
  -6%	x	-4%	4%	3%	x	x	5%	-2%	x	-4%
CCC(=O)N1CCc2cc(Br)cc(S(=O)(=O)CCC(=O)NCc3ccco3)c21
  5%	i	23%	0%	0%	-4%	i	7%	1%	i	3%
O=C(Nc1ccc2c(c1)OCO2)c1cc2ncc(Br)cn2n1
  25µM*	i	u	-2%	3%	6%	u	-1%	1%	i	-23%
O=C(NCc1ccco1)C(NS(=O)(=O)c1cccc2nsnc12)c1ccccc1 (configuration not stated)
  -1%	i	13%	0%	1%	5%	i	13%	0%	i	-4%
COC(=O)C1=C(C)Nc2nc(-c3ccccc3)nn2C1c1ccc(C)o1 (configuration not stated)
  2%	x	2%	-4%	-1%	x	x	u	-2%	x	5%
Cc1cccc(NC(=O)CSc2nnc(CSc3nc(C)cc(C)n3)o2)c1
  -3%	i	-8%	1%	4%	7%	u	11%	0%	i	4%
COCCNC(=O)Cc1ccc(Br)cc1
  6%[11.4 µM]	x	-2%	-1%	1%	4%[7.66 µM]	x	0%[11.4 µM]	2%	x	-1%[11.4 µM]
CCCN1C2CCCC1CC(NC(=O)Nc1cccc(C(C)=O)c1)C2 (configuration not stated)
  -4%	i	17%	1%	3%	-4%	i	-1%	9%	i	18%
CCCCOc1ccc(-c2nnn(CC(=O)NCc3ccco3)n2)cc1
  68%	i	-23%	-2%	-23%	3%	i	8%	-1%	i	27%
CSCC[C@H](NC(=O)OC(C)(C)C)c1nnc(SCC(N)=O)o1
  2%	i	4%	-2%	1%	4%	i	4%	-1%	i	-10%
O=C(CSc1nnnn1C1CCCC1)N1CCCc2ccccc21
  -3%	u	-3%	1%	3%	7%	i	u	-2%	i	-3%
CC1(C(=O)Nc2nccs2)Cc2ccccc2C(=O)O1 (configuration not stated)
  13µM*	i	25µM*	-4%	0%	48%[activator]	i	17%	-6%	i	0%
CCOC(=O)C1=C(C)OC(N)=C(C#N)C1c1c(C)nn(-c2ccc(C)cc2)c1Cl (configuration not stated)
  1%	i	-6%	-3%	1%	20%	i	15%	1%	i	-1%
O=c1ccn([C@H]2O[C@H](CO)[C@@H](O)[C@@H]2O)c(=O)[nH]1
  u	i	x	x	1%[11.4 µM]	x	i	-3%	x	i	10%
Cn1cc(C(=O)NC2CCCCCCC2)c(=O)c2cc(S(=O)(=O)N3CCCC3)ccc21
  -7%	i	15%	-2%	0%	5%	i	-8%	-1%	i	2%
CCOC(=O)/C=C1\SCC(=O)N1CCOc1cccc(Br)c1
  -13%	u	10%	1%	-1%	0%	u	u	-5%	i	-7%
O=C1c2cccnc2C(=O)N1CO
  0%	i	21%	1%	3%	-5%	u	-1%	0%	i	0%

# Whole records from above. Order of screens: Tau fil binding	TexasRed autofl	ERK AVP block	Casp1 inh	Luciferase inh	USP2a inh	Fluorescein autfl	HEK293 cAMP cs	Casp7 inh	Rhodamine autofl	HADH2 inhib
# Entry for O=C(CSc1nnnn1C1CCCC1)N1CCCc2ccccc21 → -3%	u	-3%	1%	3%	7%	i	u	-2%	i	-3%
# Entry for O=C1c2cccnc2C(=O)N1CO → 0%	i	21%	1%	3%	-5%	u	-1%	0%	i	0%
# Entry for Cn1cc(C(=O)NC2CCCCCCC2)c(=O)c2cc(S(=O)(=O)N3CCCC3)ccc21 → -7%	i	15%	-2%	0%	5%	i	-8%	-1%	i	2%

# Assay outcomes from PubChem.
